Assay outcomes (PubChem)
UBC9 SUMO inh – inhibitors of human SUMOylation (UBC9) | P63279 | HTRF SUMOylation assay, SAE1/SAE2 + UBC9, in vitro | inhibition, % at 35 µM | 290,000 compounds, 0.36% hits; in the data active = inhibition above about 50%, passing the limit was not always enough; also: strong numbers were not always called active
Target sequence (P63279 whole entry, looked up): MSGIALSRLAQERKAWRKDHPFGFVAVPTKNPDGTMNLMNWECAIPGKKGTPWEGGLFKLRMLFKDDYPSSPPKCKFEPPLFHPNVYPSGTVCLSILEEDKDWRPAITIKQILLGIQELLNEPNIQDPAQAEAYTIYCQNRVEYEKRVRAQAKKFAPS
VIM-2 inhibitor – blocks Pseudomonas aeruginosa VIM-2 metallo-beta-lactamase; 290,000 compounds, 0.89% hits; purified VIM-2, nitrocefin hydrolysis, epi-absorbance fluorescence; inhibition, % at 5.6 µM;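 active = inhibition above the mean of all tested compounds plus 3 SD, cutoff set per screening run, cut at about 7.5% in these data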;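 also: red hydrolysis product quenches plate fluorescence so inhibitors raise well fluorescence; 0% = enzyme with DMSO and 100% = DMSO without enzyme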
IDE act – IDE (human) activation, cell-based. 340,000 compounds, 0.073% hits. activation, % at 5.96 µM. P14735. HEK cells, FAbeta-B cleavage, fluorescence polarization; 0% vehicle, 100% cell-free pure enzyme wells. AID 493087;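 active = activation above the mean of all tested compounds plus 3 SD, set per screening campaign, cut at about 17% in these data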
MEKK3 PB1 HTS – modulators (inhibitors or enhancers) of MEK5 binding to human MEKK3 PB1 domain; 290,000 compounds, 1.4% hits; bead-based flow cytometry, Alexa488-MEK5 binding to MEKK3; actives lie on both sides; 0 = blocked by unlabeled MEK5, 100 = vehicle; AID 1529; binding response (% of control), % at 10 µM;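 active = binding response more than 3 SD above or below the average of its plate-row segment, actives on both sides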;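 also: Alexa488 bead fluorescence after subtracting the streptavidin-only scavenger bead signal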
Target sequence (Q99759 whole entry, looked up, the tested form may be a part): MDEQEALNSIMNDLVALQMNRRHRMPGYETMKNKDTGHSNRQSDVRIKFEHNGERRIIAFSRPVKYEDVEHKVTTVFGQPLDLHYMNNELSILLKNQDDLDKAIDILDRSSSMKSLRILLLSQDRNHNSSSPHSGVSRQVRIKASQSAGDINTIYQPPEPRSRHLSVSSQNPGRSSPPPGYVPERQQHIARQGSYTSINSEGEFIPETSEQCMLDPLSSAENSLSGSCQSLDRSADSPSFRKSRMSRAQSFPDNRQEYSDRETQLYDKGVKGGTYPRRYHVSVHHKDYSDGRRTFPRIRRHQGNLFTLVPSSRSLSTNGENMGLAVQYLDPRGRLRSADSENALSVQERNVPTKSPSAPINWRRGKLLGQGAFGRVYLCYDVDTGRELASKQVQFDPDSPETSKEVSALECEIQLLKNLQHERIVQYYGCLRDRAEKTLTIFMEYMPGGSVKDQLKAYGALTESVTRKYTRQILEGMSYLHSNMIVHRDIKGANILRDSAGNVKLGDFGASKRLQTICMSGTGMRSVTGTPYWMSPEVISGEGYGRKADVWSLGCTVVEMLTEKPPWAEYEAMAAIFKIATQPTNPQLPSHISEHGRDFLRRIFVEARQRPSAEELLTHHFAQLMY
p-CIP stab down – lowers stability of the mouse p/CIP coactivator protein; Q05BA5; F442A p/CIP-EGFP cells, EGFP fluorescence, 16 h; decrease of EGFP signal, % at 10 µM; 290,000 compounds, 0.01% hits;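 active = EGFP signal decrease of at least 30% at 10 µM or well 3 SD below plate mean, unless failing retest; inactive = the rest, including hits failing retest or dose response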; also: some compounds called inactive have numbers as strong as hits; many of its hits are not listed in these tables
DNA FID counter – fluorescent intercalator displacement, NS3 helicase counter-screen. DNA fluorescent intercalator displacement, fluorescence. inhibition, % at 7.9 µM. 290,000 compounds, 0.17% hits. AID 1845; in the data active = inhibition above about 37%;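 also: 0% = vehicle and 100% = reference compound; higher means more ethidium bromide displaced from hairpin DNA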
IMP-1 inhibitor – blocks Pseudomonas aeruginosa IMP-1 metallo-beta-lactamase | purified IMP-1, nitrocefin hydrolysis, epi-absorbance fluorescence | inhibition, % at 5.6 µM | 290,000 compounds, 0.45% hits;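 active = inhibition above the mean plus 3 SD of all compounds in the same screening run, cut at about 4.5% in these data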;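 also: 0% = IMP-1 with DMSO and 100% = DMSO wells lacking enzyme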
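System – purified recombinant IMP-1 beta-lactamase · Input – IMP-1 dispensed at 0.2 nM · Timing – 15 min preincubation plus 25 min reaction at 25 °C · Signal – Epi-absorbance fluorescence, 480 nm excitation, 530 nm emission · Measure – percent IMP-1 inhibition derived from blank-referenced optical density · Controls – Enzyme-plus-DMSO low control, enzyme-free DMSO high control · Replication – singlicate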
PHOSPHO1 inh – PHOSPHO1 (human) inhibition; inhibition, % at 13.3 µM; AID 1565; recombinant PHOSPHO1, absorbance phosphatase assay; 290,000 compounds, 1.1% hits; in the data active = inhibition above about 60%
Target sequence (Q8TCT1 whole entry, looked up): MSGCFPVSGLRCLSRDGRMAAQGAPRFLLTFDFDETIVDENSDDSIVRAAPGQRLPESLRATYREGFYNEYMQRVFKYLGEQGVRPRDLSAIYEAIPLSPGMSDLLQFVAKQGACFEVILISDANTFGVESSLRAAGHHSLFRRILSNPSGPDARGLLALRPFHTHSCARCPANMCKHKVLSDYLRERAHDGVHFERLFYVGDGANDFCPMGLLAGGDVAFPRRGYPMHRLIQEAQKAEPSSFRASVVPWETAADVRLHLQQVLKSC
NS3 helicase inh – blocks Hepatitis C virus NS3 helicase unwinding | 290,000 compounds, 0.56% hits | inhibition, % at 10.9 µM | NS3 helicase DNA unwinding, Cy5 molecular beacon fluorescence;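 active = inhibition above the mean of all tested compounds plus 3 SD, set per campaign, cut at about 35% in these data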;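 also: 0% = DMSO wells and 100% = thioflavine S control wells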
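assay system = NS3 helicase fragment of HCV | buffer or medium = MOPS pH 6.5, MgCl2, DTT, Tween20, BSA | timing = 60 min unwinding reaction at 25 °C after ATP addition | signal = Cy5 beacon fluorescence read at start and 1 h | read-out basis = % inhibition of unwinding | control set = low DMSO, high thioflavine S at 110 µM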
* hit, by the source's call; . = not tested or not shown; [ ] = remark or other dose. Only part of the results is shown; count on the stated rates, not on these rows.

Second line of a record – UBC9 SUMO inh	VIM-2 inhibitor	IDE act	MEKK3 PB1 HTS	p-CIP stab down	DNA FID counter	IMP-1 inhibitor	PHOSPHO1 inh	NS3 helicase inh
Oc1ccccc1C1=NN(c2ccccc2)C(c2ccccc2)C1 (stereo not given)
 : 11	-3.3	5	103	4	19	-3.2	14	-27
Cc1ccc(S(=O)(=O)NC2(C(F)(F)F)C(=O)Nc3c2c(=O)[nH]c(=O)n3-c2ccccc2)cc1 (stereo not given)
 : -6	-1.7	-1	97	0	-4	-3.2	-16	3
COc1ccc2c(Cl)c(-c3nnc(SCC(N)=O)n3C)sc2c1
 : -8	-0.4	10	102	6	-13	2.4	23	0
CN(C)c1nc(Nn2cnnc2)nc(N(C)C)n1
 : 2	0.1	7	100	-2	-5	-1.6	11	12
COc1ccc(C2(C(=O)NCCc3ccccc3)CCCC2)cc1OC
 : -10	1.3	3	96	0	-36	1.7	7	5
COc1ccc(C2CC(c3ccc4ccccc4c3OC(C)=O)=NN2C(=O)/C=C/c2ccccc2)cc1 (stereo not given)
 : 4	-4.4	3	103	-12	-5	-1.2	5	18
COc1ccccc1N1CCN(C(=O)CCNC(=O)Cn2ccc3ccccc3c2=O)CC1
 : 1	0.8	5	101	-3	-38	-1.1	-13	-13
Cc1ccc(S(=O)(=O)NC(CC(=O)O)c2ccco2)cc1 (stereo not given)
 : -6	-3.8	7	103	-4	0	-0.2	21	-5
COC(=O)c1[nH]c2cc(OC)ccc2c1N=CN(C)C
 : 8	-1.4	3	102	-3	-2	-3.4	3	-4
O=C(NCc1ccccn1)c1ccc(OC2CCN(Cc3cccs3)CC2)cc1
 : 1	-4.1	1	99	5	5	-1.8	44	8
COc1ccc(S(=O)(=O)CCC(=O)N2CC(=O)N(CCc3ccccc3)C(=O)C2)cc1
 : 11	-0.6	7	94	4	-10	-1.7	-48	8
N#Cc1nc(-c2ccco2)oc1NCCN1CCOCC1
 : 16	-0.9	-3	88	-6	2	-1.8	-3	-9
CCOC(=O)C1=C(N)N(c2cc(S(=O)(=O)N3CCOCC3)ccc2Cl)C(=O)C1
 : 20	-1.8	5	103	-6	-10	-2.3	-3	7
CCOC(=O)c1c(C)n(C)c2ccc(OCC(O)CN3CCN(C)CC3)cc12 (stereo not given)
 : 13	69*	4	109	-6	28	3.0	-2	-39
COCCOC(=O)C1=C(N)OC2=C(C(=O)CC(C)(C)C2)C1c1cccnc1 (stereo not given)
 : 6	-2.5	0	94	-4	-5	-0.5	21	2
CCC(C)N(C(=O)c1csnn1)C(C(=O)NCc1ccc(F)cc1)c1ccco1 (stereo not given)
 : 31	-0.8	-3	109	-9	-11	-2.9	-13	-5
O=c1c2ccccc2nc2c3ccccc3c(NCc3ccco3)nn12
 : 18	5.0	4	.	1	-2	-1.9	1	15
COc1cccc(C(C(=O)NC2CCCC2)N(C(=O)c2ccco2)c2ccccc2F)c1OC (stereo not given)
 : -4	2.0	4	98	2	-43	-0.7	49	-7
CCOc1ncccc1C(=O)NCc1ccc(OC)cc1
 : 4	-1.2	6	101	1	-7	-2.3	-19	2
O=C(CSc1oc(-c2ccco2)nc1S(=O)(=O)c1ccc(Cl)cc1)NCC1CCCO1 (stereo not given)
 : -4	-2.5	-3	107	6	-14	-5.9	14	32
CCc1nnc(NC(=O)C2CCCCN2S(=O)(=O)c2ccccc2)s1 (stereo not given)
 : 11	5.3	-1	103	-3	-24	1.1	16	0
CCC(=O)N1CCN(C(C)=O)C1c1ccccc1 (stereo not given)
 : 17	-1.5	-4	90	-14	-1	0.2	20	-2
COc1ccc(C2(c3ccc(OC)cc3)NC(=O)N(CC(=O)Nc3ccccc3)C2=O)cc1
 : -16	1.4	7	101	-14	-30	-0.2	-11	-32
CCOC(=O)C1=C(CC)OC(N)=C(C#N)C1c1cccs1 (stereo not given)
 : 7	-2.4	1	74*[inhibitor]	-8	-4	-1.4	26	-5
O=C(C[n+]1ccc(/C=N/O)cc1)NC1CCCCC1
 : -10	-3.8	2	102	4	-3	-0.3	-8	-11
Cc1[nH]c2ccccc2c1-c1nc(N)sc1C
 : -2	-0.3	-5	102	-6	-2	-2.6	5	3
Cn1ncc([N+](=O)[O-])c1C(=O)Nc1ccc2c(c1)OCCO2
 : 20	-1.4	1	101	-14	2	-2.4	37	4
CC(C)Oc1ccc(C(=O)NC2CCSc3ccccc32)cc1 (stereo not given)
 : -4	-2.7	-1	97	-22	-28	-3.8	10	-3
O=C1CCCN1CCCNS(=O)(=O)c1ccc(Br)s1
 : -7	-5.0	5	107	5	0	-1.8	.	5
CN(C)C(=O)c1cccn(Cc2cccc(C(F)(F)F)c2)c1=O
 : 20	0.1	5	104	-6	-2	-1.8	12	6

As a working copy, some entries already given.
Second line of a record – UBC9 SUMO inh	VIM-2 inhibitor	IDE act	MEKK3 PB1 HTS	p-CIP stab down	DNA FID counter	IMP-1 inhibitor	PHOSPHO1 inh	NS3 helicase inh
O=C1CCCN1CCCNS(=O)(=O)c1ccc(Br)s1
 : -7	-5.0	5	107	5	0	-1.8	.	5
CN(C)C(=O)c1cccn(Cc2cccc(C(F)(F)F)c2)c1=O
 : 20	0.1	5	104	-6	-2	-1.8	12	6

(list continues)
Second line of a record – UBC9 SUMO inh	VIM-2 inhibitor	IDE act	MEKK3 PB1 HTS	p-CIP stab down	DNA FID counter	IMP-1 inhibitor	PHOSPHO1 inh	NS3 helicase inh
CCOC(=O)c1ccccc1NC(=O)c1n[nH]c(=O)c2ccccc12
 : -10	-0.8	10	104	4	-1	-0.4	0	5
COc1ccccc1NC(=S)NCc1ccco1
 : 0	-4.4	0	88	5	-1	0.2	62*	5
C/C=C/c1cc(CN2CCN(c3ccc(OC)cc3)CC2)c(O)c(OC)c1
 : 0	-1.9	6	102	-5	3	-1.8	27	-27
C=C(C)C(=O)Nc1cccc(C2=NOC3(C2)C[C@@H](C(N)=O)N(C(=O)/C=C/CC)C3)c1 (stereo not given in full)
 : -6	.	3	94	-3	.	.	13	.
Cc1ccc(N(C(=O)Cn2nnc(-c3ccc(C)o3)n2)C(C(=O)NC2CCCC2)c2ccco2)cc1 (stereo not given)
 : 6	0.6	3	94	-9	-8	-3.4	29	-9
COc1ccc(C)cc1N(C(=O)c1snc(C(N)=O)c1N)C(C(=O)NC1CCCC1)c1ccc(F)cc1 (stereo not given)
 : -22	-2.3	0	102	-10	-29	-1.1	37	-19
O=S(=O)(NCc1ccccc1)c1ccccc1Br
 : 9	.	0	91	-13	.	.	22	.
[N-]=[N+]=CC(=O)CNC(=O)[C@@H](Cc1ccccc1)N1C(=O)c2ccccc2C1=O
 : 6	-1.8	6	104	-16	-10	-5.3	3	8
CC1=NC(C)Cc2ccccc21 (stereo not given)
 : 14	-2.7	3	100	-12	4	-0.6	-9	2
CC(=O)c1ccc(NS(=O)(=O)c2ccc(CC(C)C)cc2)cc1
 : 7	-1.2	-1	94	-20	-14	-1.1	-9	-2
CC(OC(=O)CCc1ccccc1)C(=O)Nc1ncc(Cl)cc1Cl (stereo not given)
 : 12	1.1	4	98	19	-28	-0.2	29	12
N#CC(c1ccc(Cl)cc1)c1nc2ccccc2nc1C(F)(F)F (stereo not given)
 : -6	-1.6	6	102	-23	-7	3.6	-3	-9
O=C(NO)C1CC2C=CC1C2 (stereo not given)
 : 20	-1.3	7	97	-2	-4	-1.8	23	3
Cc1cc(C)c(S(=O)(=O)N2CCN(S(=O)(=O)N3CCCCCC3)CC2)c(C)c1
 : -14	-2.4	0	91	-15	-24	-5.7	15	11
Clc1ccc(-c2ccccc2)nn1
 : 18	-0.1	.	101	0	-4	-2.2	-10	-7
Cc1ccccc1NC(=O)C1CC(=O)N(Cc2ccccc2)C1 (stereo not given)
 : -11	-0.8	3	100	-8	-8	-1.3	-1	8
CCOC(=O)c1cc2c(=O)n3ccccc3nc2n(Cc2ccco2)c1=NC(=O)c1ccc(OC)cc1
 : 28	-0.9	-3	88	-19	-33	-2.0	4	23
Cc1cccc(C(=O)NC(C)c2ccc(-n3ccnc3)cc2)c1C (stereo not given)
 : 11	-0.7	-2	102	-21	-12	0.7	15	-3
O=C(NCCC1=CCCCC1)C1CCC(=O)N(Cc2cccc(C(F)(F)F)c2)C1 (stereo not given)
 : 12	-3.3	6	105	-6	-30	-2.6	43	-1
COC(=O)c1c(C(=O)OC)c(-c2ccc(Br)cc2)n2c1CS(=O)C2 (stereo not given)
 : -6	-3.0	1	107	-6	-13	-5.4	42	5
Cc1cccc(C(=O)NCC(=O)OCC(=O)c2ccc(Cl)s2)c1
 : 0	-2.8	-3	100	0	-18	-2.1	31	13
COc1ccc(C(=O)CN2CCN(c3ncccn3)CC2)cc1
 : 28	-2.4	2	99	-5	-10	-2.7	28	-1
Cc1ccc(S(=O)(=O)N2CCN(C(=O)CC(C)n3nc(C)c(Cl)c3C)CC2)cc1 (stereo not given)
 : -1	-1.5	1	105	-13	-46	-1.1	19	-12
CCn1c(SCC(=O)NC2CCCC2)nnc1C(C)NC(=O)c1ccccc1Br (stereo not given)
 : 3	-0.7	-3	98	-5	-25	-0.5	46	15
COC(=O)CCC(=O)OC1(C)C(=O)C=C2C=C(C3CC3)N(CCCCO)C=C2C1=O (stereo not given)
 : 8	.	4	118	8	.	.	31	.
COc1ccccc1C1/C(=C(/O)c2ccccc2)C(=O)C(=O)N1CC(C)C (stereo not given)
 : 2	1.9	2	105	1	-17	-0.7	19	23
COc1ccc(CNC(=O)CCC(=O)c2ccc(C)cc2)cc1OC
 : 14	-1.3	-1	97	-16	-22	-1.4	18	11
CCCc1nnc(NC(=O)CC(C)c2ccccc2)s1 (stereo not given)
 : 4	-0.6	-1	102	3	-24	-5.2	35	-9
Cc1ccc(N=N/C(=C\O)C(=O)c2ccc(Cl)cc2)cc1
 : 3	-0.2	2	99	6	-20	-1.1	28	0
CC(C)c1cc(C(=O)OCC(=O)NC(=O)NCc2ccco2)c(O)c(C(C)C)c1
 : -10	-1.8	-1	103	-9	-17	-0.5	20	14
CC1CCc2cc(F)ccc2N1C(=O)c1ccncc1 (stereo not given)
 : 8	-3.6	3	102	-9	-3	-3.5	2	9
COc1cc(NC(=O)COC(=O)CSc2ccccc2F)c(C)cc1[N+](=O)[O-]
 : -11	-3.3	3	131	12	2	-0.5	2	9
COc1cccc(/C=C2\SC(=S)NC2=O)c1OS(=O)(=O)c1ccc(NC(C)=O)cc1
 : -1	-3.0	-2	89	-4	-11	-2.5	-6	13
CCC(=O)N1C(C(=O)N2CCCC2)CSC1c1ccc(OC)cc1 (stereo not given)
 : 20	-2.8	3	117	-12	-17	-3.6	16	6
CN(C)CCCN1C(=O)C(O)=C(C(=O)c2cccs2)C1c1cccc([N+](=O)[O-])c1 (stereo not given)
 : 12	-1.8	.	2.0*[inhibitor]	1	-2	-1.5	6	1
Cc1ccc(C2=NN=C(NC(=O)CSc3nncn3C)SC2)cc1
 : -10	0.6	-19	108	-12	-48	-1.0	2	25
